Source: PubChem
D2 antag – D2 dopamine receptor (human) antagonism; P14416; HEK293 TREx D2 cells, calcium flux, dopamine EC80; inhibition, % at 10 µM; hit rate 2% among 340,000; AID 485344; in the data active means inhibition above about 30%; further: 0% is about no effect
Target sequence (P14416 whole entry, looked up): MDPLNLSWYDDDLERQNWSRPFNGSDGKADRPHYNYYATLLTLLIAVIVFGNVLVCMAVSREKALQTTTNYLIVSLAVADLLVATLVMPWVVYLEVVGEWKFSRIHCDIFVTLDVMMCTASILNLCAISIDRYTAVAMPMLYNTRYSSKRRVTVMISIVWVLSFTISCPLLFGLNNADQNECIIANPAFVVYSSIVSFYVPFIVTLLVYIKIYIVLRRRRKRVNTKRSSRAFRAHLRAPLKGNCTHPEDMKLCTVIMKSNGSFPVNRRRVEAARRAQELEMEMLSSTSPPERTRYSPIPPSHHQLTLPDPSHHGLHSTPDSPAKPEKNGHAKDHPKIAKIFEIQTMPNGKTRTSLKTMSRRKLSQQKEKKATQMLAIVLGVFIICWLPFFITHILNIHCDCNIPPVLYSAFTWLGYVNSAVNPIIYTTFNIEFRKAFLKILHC
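Tetracycline-induced HEK293 T-REx cells expressing D2 force-coupled to calcium signalling were dye-loaded, exposed to compound for 180 s, then challenged with an EC80 of dopamine; calcium flux was followed kinetically for a further 180 s.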
TrxR1 substrate – is turned over as a substrate by rat TrxR1. purified TrxR1 substrate turnover, NADPH consumption readout. Potency, µM (doses to about 114 µM), for the others: at the highest dose activity change, negative = substrate turnover. hit rate 0.01% among 390,000. AID 588456; further: potency means the concentration at half of the fitted maximal effect; on the % scale 0 is the no-effect control and ±100 the full control effect; nearly all actives have a fitted effect of over 50% in size
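Rat TrxR1, dispensed at 90 nM, was prereduced with 400 uM NADPH (final) for 5 min at ~22 deg C, then incubated with compound 15 min before 400 uM selenite. A first-read NADPH fluorescence drop versus no-compound background flagged substrates.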
mIDH1 inhibitor – inhibitors of human mutant IDH1 R132H; Potency, µM (highest dose often 76.6 µM), for inactives: at the top dose activity change, negative = inhibition, hits mostly inhibitors; AID 602179; O75874; hit rate 0.093% among 390,000; IDH1-R132H enzyme, NADPH consumption, diaphorase/resazurin fluorescence; further: potency means the concentration at half of the fitted maximal effect; on the % scale 0 is the no-effect control and ±100 the full control effect; nearly all actives have a fitted effect of over 65% in size
Target sequence (O75874 whole entry R132H, stated change not applied): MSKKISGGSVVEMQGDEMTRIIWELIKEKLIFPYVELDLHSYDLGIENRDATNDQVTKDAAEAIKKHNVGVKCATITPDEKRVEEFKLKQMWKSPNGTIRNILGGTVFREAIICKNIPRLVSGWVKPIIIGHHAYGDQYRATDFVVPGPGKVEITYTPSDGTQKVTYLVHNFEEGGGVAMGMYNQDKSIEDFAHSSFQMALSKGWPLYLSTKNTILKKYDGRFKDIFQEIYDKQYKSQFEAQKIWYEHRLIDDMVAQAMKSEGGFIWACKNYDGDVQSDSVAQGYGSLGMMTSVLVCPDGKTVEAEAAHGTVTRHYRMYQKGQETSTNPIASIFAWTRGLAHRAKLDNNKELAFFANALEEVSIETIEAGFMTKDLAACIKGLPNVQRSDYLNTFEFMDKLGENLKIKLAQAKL
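IDH1-R132H (0.5 ug/mL dispensed) in pH 7.5 Tris buffer was preincubated 30 min with compound, then given a substrate mix of 0.016 mM NADPH and 2 mM alpha-KG for 80 min at room temperature; remaining NADPH was read by diaphorase/resazurin fluorescence.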
D2 ag – activates the human D2 dopamine receptor; P14416; HEK293 T-REx D2 cells, calcium flux agonist mode; activation, % at 2 µM; hit rate 0.53% among 340,000;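 active means activation over 3 SD above normal in the single-dose calcium agonist read, cut at about 30% in these data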; further: 0% is about no effect
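Tetracycline-induced HEK293 Trex cells with D2 receptor force-coupled to calcium signaling, plated overnight at 30 C and loaded with no-wash calcium dye. Calcium flux read kinetically for 180 s after compound addition; responses flag agonists.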
TRHR ag – activates the human TRH receptor | P34981 | TRHR cells, calcium flux fluo-8, FDSS agonist mode | activation, % at 2 µM | hit rate 0.18% among 360,000 | AID 493084; in the data active means activation above about 30%; further: 0% is about no effect
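Fluo-8-loaded TRHR cells; 10 s baseline, compound added, kinetic Ca2+ fluorescence read 1/s, agonist mode.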
TRHR enhancer – TRH receptor (human) allosteric enhancement. P34981. TRHR cells, fluo-8 calcium fluorescence, EC20 TRH enhancement. enhancement, % at 2 µM. hit rate 0.66% among 360,000. AID 493056; in the data active means enhancement above about 30%; further: 0% is about no effect
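Enhancer read-out: after compound pinning and an initial kinetic agonist-mode read, an EC20 of TRH (10 nM final) was injected and fluo-8 calcium signal (Ex 480/Em 530) followed at 1 s/cycle for 100 cycles in TRHR-expressing cells.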
TrxR1 inh – rat TrxR1 inhibition. hit rate 1% among 390,000. Potency, µM (series often up to 114 µM), for inactives: top-dose activity change, negative = inhibition, hits mostly inhibitors. O89049. recombinant rTrxR1, NADPH fluorescence consumption, selenite substrate; further: potency means the concentration at half of the fitted maximal effect; on the % scale 0 is the no-effect control and ±100 the full control effect; nearly all actives have a fitted effect of over 65% in size
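Rat TrxR1 (90 nM in the dispensed reagent) was pre-reduced with 400 uM NADPH for 5 min at room temperature, then incubated with compound for 15 min. After 400 uM selenite was added, NADPH fluorescence (Ex 340/Em 450 nm) was followed for 8 min.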
USP1-UAF1 inh – USP1/UAF1 (human) deubiquitinase inhibition. O94782. Potency, µM (highest dose often 57.1 µM), for inactives: at the highest dose activity change, negative = inhibition, most hits filed as inhibitors. recombinant USP1/UAF1, Ub-Rhodamine cleavage fluorescence. hit rate 0.23% among 390,000; further: potency means the concentration at half of the fitted maximal effect; on the % scale 0 is the no-effect control and ±100 the full control effect; nearly all actives have a fitted effect of over 60% in size; inactives centre near -12
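In this screen, compounds sit with the deubiquitinase complex (1nM) for 15 min at room temperature before Ub-Rho is added at 150nM final. Fluorescence rise is then followed for 6 reads every 60 seconds.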
PI4K2A inh – inhibitors of human PI4K2A | Q9BTU6 | purified PI4K2A, ADP-Glo luminescence, 1 h; active compounds read low | activity change, negative = inhibition, % at 76.9 µM | hit rate 0.13% among 420,000 | AID 1346378; in the data active means activity change below about -50%; inconclusive means mostly about -30% to -49%;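 further: -100% = wells without enzyme as full effect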
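In this quantitative HTS, ADP production by PI4K2A was quantified luminescently after 1 h at ambient temperature; 100 microM adenosine served as plate-quality control.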
The depositor's hits bear a star; & = joins results of further samples; [ ] = dose if it differs, or a comment. Unless noted, the call rests on the fitted dose curve; in most records, active means well fitted inhibition curve with a large enough effect; inconclusive means small, poorly fitted or top-dose-only effect; inactive means no such curve, though single readings can be large or run the other way.

COc1cc(NC(=S)Nc2cccc(Cl)c2Cl)c(OC)cc1Cl was read as TrxR1 substrate 2%, mIDH1 inhibitor 5%, TRHR ag 0.5, TRHR enhancer 2, TrxR1 inh -15%, USP1-UAF1 inh -6% and PI4K2A inh 4.
For CCCCNC(=O)O[C@H]1C[C@@H]2CCN3C(=O)CCC(C)(C)[C@H](C1)[C@H]23 the results were D2 antag -20, TrxR1 substrate 2%, mIDH1 inhibitor -12%, D2 ag 1.1, TRHR ag 0.1, TRHR enhancer 3, TrxR1 inh -16%, USP1-UAF1 inh 7% and PI4K2A inh -2.
For COc1cc(O)c(C(=O)/C=C/c2ccccc2)c(OC)c1 the results were TrxR1 substrate -2%, mIDH1 inhibitor -9%, TRHR ag -0.3, TRHR enhancer -5, TrxR1 inh -14%, USP1-UAF1 inh -24% and PI4K2A inh -1.
COc1ccc([C@H]2/C=C\CN(C(=O)CC(C)(C)C)[C@@H](C)C(=O)N2Cc2ccc(F)cc2)cc1 was read as TrxR1 substrate -1%, mIDH1 inhibitor -1%, TrxR1 inh 8%, USP1-UAF1 inh inconclusive and PI4K2A inh 1.
Screening CCN(CC)S(=O)(=O)c1cccc(C(=O)Nc2ccc(S(=O)(=O)NC3=NCCCCC3)cc2)c1 returned D2 antag -1, TrxR1 substrate -1%, mIDH1 inhibitor 8%, D2 ag -0.3, TRHR ag 1.4, TRHR enhancer 4, TrxR1 inh -2%, USP1-UAF1 inh -5% and PI4K2A inh 2.
O=S(=O)(c1ccc(S(=O)(=O)N2CCN(C3CCCCC3)CC2)cc1)N1CCCCCC1 was read as D2 antag 13, TrxR1 substrate 9%[57.1 µM], mIDH1 inhibitor -2%, D2 ag -0.3, TRHR ag 0.4, TRHR enhancer 2, TrxR1 inh 10%[57.1 µM], USP1-UAF1 inh -12% and PI4K2A inh 3.
For CC(C)CCC(C(=O)O)C(C)CC(=O)NNC(=O)c1ccco1 (stereo unspecified) the results were D2 antag 5&1, TrxR1 substrate 0%&4%, mIDH1 inhibitor 6%&0%, D2 ag 0.3&-0.3, TRHR ag 0.3&0.2, TRHR enhancer 1&3, TrxR1 inh 16%&25%, USP1-UAF1 inh -13%&-23% and PI4K2A inh 1&-1.
Cn1c(N)c(C(=O)CSc2nnc(NC3CCCCC3)s2)c(=O)n(C)c1=O was read as D2 antag -12, TrxR1 substrate -1%, mIDH1 inhibitor 6%, D2 ag -0.3, TRHR ag -0.1, TRHR enhancer -5, TrxR1 inh 12%, USP1-UAF1 inh -16% and PI4K2A inh -4.
Cc1ccc(Cl)cc1NC(=O)CCC(=O)Nc1cc(Cl)ccc1C was read as TrxR1 substrate 5%[57.1 µM], mIDH1 inhibitor -4%, TRHR ag 0.7, TRHR enhancer 2, TrxR1 inh 10%[57.1 µM], USP1-UAF1 inh -16% and PI4K2A inh 1.
`CCCN(C(=O)COC(=O)CC1CCCCC1)c1c(N)n(Cc2ccccc2)c(=O)[nH]c1=O` gave D2 antag 9, TrxR1 substrate 8%[57.1 µM], mIDH1 inhibitor -3%, D2 ag 0.3, TRHR ag 0.9, TRHR enhancer 0, TrxR1 inh 23%[57.1 µM], USP1-UAF1 inh -5% and PI4K2A inh 0.

The final two compounds of the part above lead into the next.
Cc1ccc(Cl)cc1NC(=O)CCC(=O)Nc1cc(Cl)ccc1C was read as TrxR1 substrate 5%[57.1 µM], mIDH1 inhibitor -4%, TRHR ag 0.7, TRHR enhancer 2, TrxR1 inh 10%[57.1 µM], USP1-UAF1 inh -16% and PI4K2A inh 1.
`CCCN(C(=O)COC(=O)CC1CCCCC1)c1c(N)n(Cc2ccccc2)c(=O)[nH]c1=O` gave D2 antag 9, TrxR1 substrate 8%[57.1 µM], mIDH1 inhibitor -3%, D2 ag 0.3, TRHR ag 0.9, TRHR enhancer 0, TrxR1 inh 23%[57.1 µM], USP1-UAF1 inh -5% and PI4K2A inh 0.
For O=C(CN1C(=O)/C(=C\c2cccc(F)c2)Oc2ccccc21)N1CCN(c2ccccn2)CC1 the results were D2 antag -3, TrxR1 substrate 55%[activator], mIDH1 inhibitor -1%, D2 ag 0.2, TRHR ag -0.2, TRHR enhancer 6, TrxR1 inh 2%, USP1-UAF1 inh -13% and PI4K2A inh -8.
Screening Cc1ccc(S(=O)(=O)N2CCN(S(=O)(=O)N3CCCCC3)CC2)c(C)c1 returned D2 antag 13, TrxR1 substrate 9%, mIDH1 inhibitor -3%, D2 ag 0.8, TRHR ag 1.8, TRHR enhancer -1, TrxR1 inh 19%, USP1-UAF1 inh -2% and PI4K2A inh 1.
For O=C(NCc1nnc(SCC(=O)N2CCCc3ccccc32)n1-c1ccccc1)c1cccc2ccccc12 the results were D2 antag -7, TrxR1 substrate 1%[57.1 µM], mIDH1 inhibitor 1%, D2 ag 0.7, TRHR ag 0.8, TRHR enhancer -13, TrxR1 inh 2%[57.1 µM], USP1-UAF1 inh 0% and PI4K2A inh -12.
COC(=O)c1ccccc1NC(=O)NC1CCC(C)CC1 (stereo unspecified) was read as D2 antag 4, TrxR1 substrate 13%, mIDH1 inhibitor -4%, D2 ag 0.8, TRHR ag -0.6, TRHR enhancer -4, TrxR1 inh 31%, USP1-UAF1 inh -24% and PI4K2A inh 0.
CCC(=O)Nc1ccnc(-c2cccnc2)n1 was read as D2 antag -3, TrxR1 substrate 1%, mIDH1 inhibitor -1%, D2 ag 0.8, TRHR ag 0.2, TRHR enhancer 0, TrxR1 inh 8%[57.1 µM], USP1-UAF1 inh -2% and PI4K2A inh 0.
For CC1S/C(=N/N=C2CCCCC2)NC1=O (stereo unspecified) the results were D2 antag 6, TrxR1 substrate -7%, mIDH1 inhibitor 1%, D2 ag 0.0, TRHR ag 0.3, TRHR enhancer -1, TrxR1 inh 1%, USP1-UAF1 inh -19% and PI4K2A inh -6.
COc1ccc2nc3cc(Cl)ccc3c(Nc3ccc(O)c(CN4CCN(C)CC4)c3)c2c1 was read as TrxR1 substrate -11%, mIDH1 inhibitor 20%, TrxR1 inh -15%, USP1-UAF1 inh -20% and PI4K2A inh -14.
`O=C(NCc1ccc2c(c1)OCO2)Nc1ccc([N+](=O)[O-])cc1` gave D2 antag 18, TrxR1 substrate -7%, mIDH1 inhibitor -11%, D2 ag 0.4, TRHR ag -0.7, TRHR enhancer 7, TrxR1 inh 3%, USP1-UAF1 inh -15% and PI4K2A inh -1.
Screening N#CC1=C(N)Oc2n[nH]c(-c3ccc(F)cc3)c2C1c1ccncc1 (stereo unspecified) returned D2 antag 2, TrxR1 substrate -5%, mIDH1 inhibitor -1%, D2 ag 0.4, TRHR ag -0.4, TRHR enhancer -11, TrxR1 inh 37%[57.1 µM], USP1-UAF1 inh -9% and PI4K2A inh -6.
O=C(Nc1ccc2nc(-c3ccc4nc[nH]c4c3)[nH]c2c1)c1cccs1 was read as D2 antag 6, TrxR1 substrate 18%, mIDH1 inhibitor 0%, D2 ag -1.0, TRHR ag -0.8, TRHR enhancer 1, TrxR1 inh 5%, USP1-UAF1 inh inconclusive and PI4K2A inh 2.
For Cc1cc2oc(=O)cc(CN3CCCCC3)c2cc1O the results were D2 antag 5, TrxR1 substrate -3%, mIDH1 inhibitor -3%, D2 ag 1.4, TRHR ag 0.6, TRHR enhancer -4, TrxR1 inh 4%, USP1-UAF1 inh -8% and PI4K2A inh 4.
`CC1CCN(S(=O)(=O)c2ccc3c(c2)CCN3)CC1` gave TrxR1 substrate -8%[57.1 µM], mIDH1 inhibitor 20%, D2 ag -0.1, TRHR ag -0.2, TRHR enhancer -2, TrxR1 inh -6%[57.1 µM], USP1-UAF1 inh -10% and PI4K2A inh -5.
Screening COc1ccccc1-c1noc(CSc2nnc(Cc3ccccc3)n2-c2ccc(C)c(C)c2)n1 returned TrxR1 substrate 3%, mIDH1 inhibitor inconclusive, D2 ag -0.1, TRHR ag 0.3, TRHR enhancer 0, TrxR1 inh 11%, USP1-UAF1 inh inconclusive and PI4K2A inh -1.
For COc1nnc(-c2ccc(N3CCCCC3)c(NC(C)=O)c2)c2ccccc12 the results were D2 antag 7, TrxR1 substrate 6%, mIDH1 inhibitor 2%, D2 ag -0.2, TRHR ag -0.7, TRHR enhancer -3, TrxR1 inh 16%, USP1-UAF1 inh -26% and PI4K2A inh -9.
CS(=O)(=O)c1cnc2c(-c3ccsc3)cnn2c1N was read as TrxR1 substrate 5%[57.1 µM], mIDH1 inhibitor 6%, TRHR ag 0.1, TRHR enhancer 1, TrxR1 inh 22%[57.1 µM], USP1-UAF1 inh -4% and PI4K2A inh 0.
O=C1CC(N2CCN(c3cccc(C(F)(F)F)c3)CC2)C(=O)N1c1ccccc1F (stereo unspecified) was read as D2 antag 33*, TrxR1 substrate -5%, mIDH1 inhibitor 6%, D2 ag -1.4, TRHR ag 0.6, TRHR enhancer 6, TrxR1 inh -8%, USP1-UAF1 inh -18% and PI4K2A inh 0.
Screening O=C(CSC1=NS(=O)(=O)c2ccccc21)Nc1ccccc1 returned D2 antag -19, TrxR1 substrate 6%[57.1 µM], mIDH1 inhibitor 14%, D2 ag 0.3, TRHR ag 1.0, TRHR enhancer 11, TrxR1 inh 7.9µM*, USP1-UAF1 inh -24% and PI4K2A inh -14.
`Cc1oc2cc(OCC(=O)O)ccc2c(=O)c1Oc1ccccc1` gave D2 antag 21, TrxR1 substrate 8%, mIDH1 inhibitor 8%, D2 ag 1.2, TRHR ag 2.1, TRHR enhancer 0, TrxR1 inh 6%, USP1-UAF1 inh -13% and PI4K2A inh 0.
Screening COc1ccc(N2CCN(CCCNC(=O)Nc3ccccc3)CC2)cc1 returned D2 antag -2, TrxR1 substrate -1%&-1%, mIDH1 inhibitor 7%&5%, D2 ag 0.2, TRHR ag 0.0&-0.4, TRHR enhancer 2&-4, TrxR1 inh 4%&-10%, USP1-UAF1 inh inconclusive and PI4K2A inh 3&-2.
For Cc1[nH]c2ccccc2c1Cc1nnc(SCC(N)=O)o1 the results were D2 antag 10, TrxR1 substrate 1%[57.1 µM], mIDH1 inhibitor -1%, D2 ag 2.0, TRHR ag 1.0, TRHR enhancer -4, TrxR1 inh -2%[57.1 µM], USP1-UAF1 inh -22% and PI4K2A inh -4.
